# GlmU inhibition – inhibition of mycobacterial GlmU enzyme – biochemical, glucosamine-1-phosphate acetyltransferase (AID 1376); M. tuberculosis GlmU acetyltransferase enzyme assay; higher % means a stronger effect; inhibition, %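 (tested at 30 µM in the primary screen)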; hits with a dose series show IC50 in µM; 220,000 compounds, 0.25% hits; in the data active = inhibition above about 13%;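 also: 0% = complete reaction with vehicle and 100% = reaction without substrate; strong numbers were not always called active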
# RmlCD inh 1536 – inhibitors of Mycobacterium tuberculosis RmlC and RmlD coupled enzymes; P9WH09+P9WH11; RmlC+RmlD coupled enzyme assay, percent inhibition; primary screen in compound mixtures; inhibition, % at 3.6 µM; 160,000 compounds, 0.03% hits; AID 1533; in the data active = inhibition mostly above about 34%, no sharp cut-off; also: some results filed as inactive read as strong as hits
# Target sequence (P9WH09 whole entry, looked up): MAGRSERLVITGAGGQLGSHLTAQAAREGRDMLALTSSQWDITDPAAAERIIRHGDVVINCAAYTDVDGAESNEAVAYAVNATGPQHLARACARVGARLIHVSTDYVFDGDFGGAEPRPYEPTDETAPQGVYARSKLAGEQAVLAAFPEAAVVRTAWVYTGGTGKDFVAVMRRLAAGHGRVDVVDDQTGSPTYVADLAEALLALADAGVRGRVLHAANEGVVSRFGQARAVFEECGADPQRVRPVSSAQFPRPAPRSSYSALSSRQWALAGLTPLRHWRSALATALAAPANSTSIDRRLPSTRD
# Target sequence (P9WH11 whole entry, looked up): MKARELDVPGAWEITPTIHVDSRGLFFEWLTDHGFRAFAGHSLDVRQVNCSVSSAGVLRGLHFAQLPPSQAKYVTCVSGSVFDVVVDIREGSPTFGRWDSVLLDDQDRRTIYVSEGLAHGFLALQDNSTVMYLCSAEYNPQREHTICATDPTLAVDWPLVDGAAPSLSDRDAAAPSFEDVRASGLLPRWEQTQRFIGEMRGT
# Starred values were filed as active, the others as inactive; · = no result given.
SMILES,GlmU inhibition,RmlCD inh 1536
C=CCn1c(SCC(=O)c2c(N)n(C)c(=O)n(C)c2=O)nc2sc(CC)cc2c1=O,·,-3.7
Cc1cc(-c2ccc(Cl)cc2)c(C#N)c(N)n1,-9.9%,·
CCN1CCN(c2ncnc3c2c(-c2ccccc2)cn3-c2ccc(F)cc2)CC1,-1.8%,-10.0
Cc1c(C)n(CC(O)CN2CCCCCC2)c2ccccc12 (centres undefined),-1.2%,8.4
CC1(c2ccccc2)CC(C)(C)n2c(O)c(C3=NC(=S)NC3=O)c3cccc1c32 (centres undefined),-2.8%,0.5
N/C(=N\OC(=O)CSc1ccccc1)c1cccc([N+](=O)[O-])c1,-0.9%,7.1
CSc1ncccc1C(=O)Nc1ccc(S(=O)(=O)NC2=NCCCCC2)cc1,-2.5%,3.1
Cc1ccc(N2CC(C(=O)Nc3ccc(N(C)C)cc3)CC2=O)cc1C (centres undefined),-0.3%,·
CC(=O)c1ccc(NC(=O)CN2C(=O)COc3ccc(Cl)cc32)cc1,-0.4%,-58.4
S=C(NC1CCCCC1)N(CCc1nc2ccccc2[nH]1)C1CCCC1,1.7%,·
Cc1cccc(N2C(=O)CC(c3ccc(F)cc3)C3=C2COC3=O)c1 (centres undefined),0.2%,-2.3
CCOC(=O)c1c(N2C(=O)Nc3ccccc3N2O)sc2c1CCCC2,5.4%,-1.7
CC(C)c1[nH]nc2c1C(c1cccc(OC(=O)N3CCOCC3)c1)C(C#N)=C(N)O2 (centres undefined),-1.3%,·
COc1ccccc1NS(=O)(=O)c1ccc(N/N=C/c2ccccc2OCC(=O)O)c([N+](=O)[O-])c1,-1.2%,5.1
Cc1ccc(-n2nnnc2C(=Cc2ccc(N(C)C)cc2)c2nnnn2-c2ccc(C)cc2)cc1,·,27.4
CCN(C(=O)C1CCCN1S(=O)(=O)c1cccc2nsnc12)c1ccccc1 (centres undefined),-0.2%,9.1
O=C1c2ccccc2-c2c1cccc2C(=O)N1CCCCCC1,3.3%,-1.2
CCOc1ccc(-c2nc(CCl)cs2)cc1OC,-0.7%,6.8
CC(=O)c1cc(CN2CCCCC2)cc(OC(C)C)c1,3.1%,·
COc1cc2c(cc1OC)C(C)N(C(=O)c1cccs1)CC2 (centres undefined),-7.0%,-7.6

# Compound profiles, from the list above. Screens in order: GlmU inhibition | RmlCD inh 1536
# `CCOc1ccc(-c2nc(CCl)cs2)cc1OC` is listed with -0.7% | 6.8
# `O=C1c2ccccc2-c2c1cccc2C(=O)N1CCCCCC1` is listed with 3.3% | -1.2

# Later entries.
SMILES,GlmU inhibition,RmlCD inh 1536
C=CCSc1ncc(C#N)c(N)n1,1.4%,·
CCNC(=O)c1sccc1-n1cccc1,2.3%,-10.2
Cc1ccc(-n2nc3c(c2NC(=O)c2ccc4c(c2)OCO4)CS(=O)C3)cc1 (centres undefined),-0.1%,-5.0
Nc1nonc1-n1nnc(C(=O)N/N=C/C=C/c2ccccc2)c1CSC1=NCCS1,1.1%,·
CCCOc1cccc(-c2cc(C(=O)NNC(=S)NCC)c3ccccc3n2)c1,·,7.5
FC(F)(F)c1cccc(Sc2cc(C(F)(F)F)nc(-c3ccccn3)n2)c1,0.9%,13.3
COc1cc([N+](=O)[O-])ccc1NC(=O)COC(=O)c1ccc(NC(N)=O)cc1,3.5%,·
O=S(=O)(NCC(c1ccco1)N1CCN(c2ccccc2F)CC1)c1ccc(F)cc1 (centres undefined),-4.4%,0.1
O=C(Cn1ccc2ccccc2c1=O)NCC1COc2ccccc2O1 (centres undefined),-2.2%,·
CCn1c(C(c2ccccc2)c2ccccc2)n[nH]c1=S,-3.3%,·
O=C1CC(c2ccccc2)C(C(=O)O)N1 (centres undefined),3.1%,-13.2
O=C(NCc1ccccc1)N(Cc1cc2cc3c(cc2[nH]c1=O)OCO3)CC1CCCO1 (centres undefined),-0.5%,·
CCOC(=O)C1=C(O)/C(=C/N(C)C)N=C1C,1.0%,9.2
COc1ccc(NC(=O)COC(=O)CNC(=O)C2CCCCC2)cc1,2.5%,-9.7
CC1CN(S(=O)(=O)c2cccc(C(=O)OC/C(O)=C(\C#N)c3nc4ccccc4[nH]3)c2)CC(C)O1 (centres undefined),2.9%,-9.8
Nc1c(Br)cc2oc(-c3ccccc3)nc2c1Br,1.6%,8.9
CCOC(=O)c1c(C)nc2ccccn12,6.1%,3.2
COc1ccccc1OCc1n[nH]c(=S)n1Cc1ccccc1,8.0%,-7.3
NC(=O)CC(NC(=O)Cc1cccc2ccccc12)c1ccc(NC2CCCCCC2)c([N+](=O)[O-])c1 (centres undefined),3.3%,-9.2
CCOc1ccccc1NC(=O)c1cc(-c2ccncc2)nc2c(Cl)cccc12,-8.7%,-1.0
C=CCN1C(=O)/C(=C2/Sc3ccccc3N2C)SC1=Nc1c(C)n[nH]c1C,1.0%,7.2
COc1ccc2[nH]c(=O)c(CN(C(=O)c3ccccn3)c3ccccc3)cc2c1,-1.8%,-0.7
CC(C)OP(=O)(OC(C)C)C(O)c1ccc(Br)cc1 (centres undefined),0.0%,·
Nc1nnc(SCC(=O)NC23CC4CC(CC(C4)C2)C3)s1,-1.8%,6.0
O=c1[nH]c(O)c(N=Nc2ccc(S(=O)(=O)N3CCOCC3)cc2)c(=O)[nH]1,-2.9%,·
CCOC(=O)c1oc2ccc(S(=O)(=O)N3CCOCC3)cc2c1C,-1.4%,1.2
O=C(NCc1ccc2c(c1)OCO2)C1CC(=O)N(C2CCCCCC2)C1 (centres undefined),-5.8%,·
CCCC(=O)Nc1sc(C)c(C)c1C#N,1.8%,5.0
CCCOC(=O)c1c(NC(=O)C2CCCO2)sc(C(=O)OC)c1C (centres undefined),2.4%,6.7
COc1cc(C(=O)NCc2cn3ccccc3n2)cc(OC)c1OC,1.6%,·
Cn1nnc(NC(=S)NC(=O)c2ccc(-c3ccc(Br)cc3)o2)n1,0.6%,3.9
O=C1C2C3C=CC(CC3)C2C(=O)N1c1ccccc1[N+](=O)[O-] (centres undefined),-6.6%,1.0
CC(=C/c1ccccc1)/C=N/NC(=O)c1ccc2nc[nH]c2c1,-2.8%,1.7
O=C(O)C1Cc2[nH]cnc2C(c2ccc(F)cc2)N1 (centres undefined),-8.0%,8.9
CCc1cc(C)cc(OCCNC(=O)c2cncc(Br)c2)c1,-2.3%,9.0
Cc1ccc(N2C(=O)NC(=O)/C(=C/c3ccc(-c4ccc(C(=O)O)c(Cl)c4)o3)C2=O)cc1,6.8%,0.0
CCOc1ccc(C(=O)Cc2ccc3oc(C(=O)O)cc3c2)c(O)c1,8.0%,12.9
O=[N+]([O-])c1cc(S(=O)(=O)N2CCCC2)ccc1O,0.8%,3.2
COc1ccc2c(Cl)c(-c3nnc4n3CCCCC4)sc2c1,-4.7%,·
O=C(NCCN1CCN(C(=O)c2cc3ccccc3oc2=O)CC1)c1cc2ccccc2oc1=O,11.5%,·

# 6 entries already listed, sorted by molecular weight, low to high.
SMILES,GlmU inhibition,RmlCD inh 1536
O=[N+]([O-])c1cc(S(=O)(=O)N2CCCC2)ccc1O,0.8%,3.2
O=C1C2C3C=CC(CC3)C2C(=O)N1c1ccccc1[N+](=O)[O-] (centres undefined),-6.6%,1.0
COc1ccc2c(Cl)c(-c3nnc4n3CCCCC4)sc2c1,-4.7%,·
CCOc1ccc(C(=O)Cc2ccc3oc(C(=O)O)cc3c2)c(O)c1,8.0%,12.9
Cn1nnc(NC(=S)NC(=O)c2ccc(-c3ccc(Br)cc3)o2)n1,0.6%,3.9
O=C(NCCN1CCN(C(=O)c2cc3ccccc3oc2=O)CC1)c1cc2ccccc2oc1=O,11.5%,·

# Other entries
SMILES,GlmU inhibition,RmlCD inh 1536
CCCCc1ccc(NC(=S)NN2CCOCC2)cc1,0.3%,-6.7
COc1ccc2[nH]c(=O)c(C(=O)O)cc2c1,-2.5%,-1.6
Cc1c(C(=O)Cc2ccccc2)n(C)c2ccccc12,-4.8%,11.4
CCOc1cc(S(=O)(=O)n2ccnc2)ccc1Cl,-3.4%,-6.6
COc1c(Cl)cc(Br)c(OC)c1C(=O)NC(=O)Nc1nc(C)cc(C)n1,1.6%,-5.9
Cc1ccc(/C=N/NC(=O)c2ccc3nc[nH]c3c2)o1,-3.1%,·
CCC(C)N1CCNCC1 (centres undefined),0.9%,9.0
Cc1ccc2c(c1)C(c1ccccc1)N(C(=O)c1ccc(Br)o1)CC(=O)N2 (centres undefined),·,4.4
COC(=O)C1=C(c2ccccc2)C[C@@H]2CC[C@H]1N2C(=O)N1CCC(O)CC1,-3.0%,·
CSc1nc2ccc(NC(=O)c3ccc(=O)n(C)n3)cc2s1,-3.4%,·
CCc1nnc(NC(=O)c2ccc(OCc3c(C)noc3C)c(OC)c2)s1,6.2%,4.0
O=C1c2ccccc2C(=O)N1CCc1nc(-c2cccnc2)no1,3.0%,3.3
Cc1cc(Br)ccc1OCCNCc1ccccc1,-0.9%,-1.1
CC(=O)c1c(C)[nH]c(C(=O)N2CCCCCC2)c1C,2.0%,·
O=C(c1ccc2c(c1)OCCCO2)c1cccs1,0.0%,·
O=C(NCc1ccco1)Nc1ccc2snnc2c1,0.7%,-7.6
Cc1ccc(/S(C)=N/S(=O)(=O)c2ccc(C)cc2)cc1 (centres undefined),-4.1%,·
COC(=O)C1=C(C)N(CCc2ccc(OC)cc2)C(=O)C1,2.8%,·
N/C(=N\OC(=O)c1cc([N+](=O)[O-])ccc1Cl)c1cccnc1,-1.4%,-10.2
CC(=O)c1cccc(OCC(O)CN2CC=C(c3ccccc3)CC2)c1 (centres undefined),1.3%,7.7

# Pulled by structure from the list above (six):
SMILES,GlmU inhibition,RmlCD inh 1536
O=C(c1ccc2c(c1)OCCCO2)c1cccs1,0.0%,·
N/C(=N\OC(=O)c1cc([N+](=O)[O-])ccc1Cl)c1cccnc1,-1.4%,-10.2
CC(=O)c1c(C)[nH]c(C(=O)N2CCCCCC2)c1C,2.0%,·
COC(=O)C1=C(C)N(CCc2ccc(OC)cc2)C(=O)C1,2.8%,·
O=C1c2ccccc2C(=O)N1CCc1nc(-c2cccnc2)no1,3.0%,3.3
CC(=O)c1cccc(OCC(O)CN2CC=C(c3ccccc3)CC2)c1 (centres undefined),1.3%,7.7

# Following part.
SMILES,GlmU inhibition,RmlCD inh 1536
CC(/C=C/c1ccco1)=N\NC(=O)C(O)c1ccccc1 (centres undefined),-3.6%,-1.4
CC(C)CCNC(=O)c1cnn2c(C(F)(F)F)cc(-c3ccco3)nc12,10.2%,·
CC(C)C(C)(C#N)NC(=O)CSc1nc(C2CCCCC2)n(-c2ccccc2)n1 (centres undefined),2.4%,2.1
CCN1CCN(C(=S)c2ccc(-c3ccccc3)cc2)CC1,-2.2%,10.4
Cc1c(C(=O)c2ccc(Cl)cc2Cl)cnc2cc3c(cc12)OCO3,2.2%,·
CCOc1ccc(N2C(=O)CN(O)C=C3N=c4ccccc4=C32)cc1,-8.6%,·
C=CCNC(=S)NCc1ccccc1OC,-2.7%,-12.2
CCC(=O)Nc1cccc(C2=NOC3(C2)C[C@@H](C(N)=O)N(C(=O)c2cc([N+](=O)[O-])cc([N+](=O)[O-])c2)C3)c1 (some centres undefined),-1.4%,9.6
COCC(C)NC(=O)C1CC(c2cccc(Br)c2)=NO1 (centres undefined),2.9%,·
CCOC(=O)N1CCN(C(=O)CSc2ccc(-c3ccccc3)nn2)CC1,-1.8%,-3.2
N#Cc1cn(Cc2ccccc2)c(=O)[nH]c1=O,-3.1%,·
C=CCOc1ccc(Br)cc1/C=N/O,-4.3%,·
CCOC(=O)c1c(/N=C/N(C)C)sc(C)c1C,2.0%,-3.4
COc1cccc(C(=O)NCCSc2c(C)[nH]c3ccccc23)c1OC,-0.2%,15.1
Cc1cc(C)n(-c2nnc(N3CCN(c4ccc(F)cc4)CC3)nn2)n1,-0.9%,-5.7
CC1=CC(C)(C)N(S(=O)(=O)c2ccc(C)cc2)c2ccccc21,5.6%,-7.7
COc1ccc([N+](=O)[O-])c(OC)c1C(=O)NC(=O)Nc1c(F)cc(F)cc1F,-3.4%,-8.7
COc1ccc(C(CC(=O)O)NC(C)=O)cc1OC (centres undefined),6.8%,6.5
c1cc(C2OCCN2CC2COC3(CCCC3)O2)ccn1 (centres undefined),-3.5%,·
O=C(Nc1nc(COc2ccccc2)cs1)C1CCC1,3.9%,·
Cc1cc(NC(=O)CSc2ccc(-c3ccc(F)cc3)nn2)no1,4.5%,1.8
Cc1cccc(C)c1OCC(O)CNS(=O)(=O)c1ccccc1C(=O)N1CCOCC1 (centres undefined),-1.8%,5.8
CCc1c(C(=O)NC2CCCC2)csc1C,2.4%,22.2
Cc1cc(NC(=O)c2cc([N+](=O)[O-])ccc2Cl)no1,-5.7%,-5.1
Cc1cc(C(=O)N/N=C2\CCCc3ccccc32)c(C)o1,0.1%,4.8
N#CC(C#N)=Cc1ccc(OC(=O)c2ccccn2)cc1,-2.9%,8.5
Cn1c(CC(=O)Nc2ccc(Cl)c(Cl)c2)nnc1SCC(=O)N1CCN(c2ccccc2)CC1,-9.5%,-3.5
CCCCCCC(=O)c1c(O)n(-c2ccccc2OC)c(=O)[nH]c1=O,1.9%,3.4
COc1ccc(NS(=O)(=O)c2ccc(Oc3ncccn3)cc2)cc1,2.3%,·
Cc1[nH]c(=O)[nH]c(=O)c1/C=N\NC(=O)CCc1ccc(OC(C)C)cc1,-2.5%,-0.7
COCc1cc(C)nc(OCC(=O)N/N=C/c2ccc(OC)c(O)c2)c1C#N,1.8%,-14.7
Cc1cc(C(=O)Nc2c(C)n(C)n(-c3ccccc3)c2=O)on1,1.9%,·
CSc1ccc(NC(=O)Nc2cccn(Cc3ccccc3)c2=O)cc1,8.3%,-6.2
CN1CCN(C(=O)c2ccc(S(=O)(=O)c3ccc(Br)cc3)cc2)CC1,1.8%,1.4
N#Cc1ccccc1CSc1nc2ccc(NC(=O)c3ccccc3C(=O)O)cc2s1,8.4%,-6.5
CCOc1ccccc1NC1=C(Cl)C(=O)N(c2ccc(OC)cc2)C1=O,-5.6%,0.0
CCOC(=O)C(C)Sc1nc(=O)n2cc(C)ccc2n1 (centres undefined),-5.3%,·

# High-throughput results (PubChem BioAssay)

# An excerpt; count on the stated rates, not on these rows.
